GAA spleen mod = inhibits or activates alpha-glucosidase in human spleen homogenate; P10253; 240,000 compounds, 0.006% hits; Potency, µM (titrated, usually from 79.9 µM), without a hit: at the top dose activity change, negative = inhibition, hits mostly inhibitors; human spleen homogenate, 4-MU-alpha-glucoside fluorescence;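 also: 0% = enzyme with vehicle and -100% = no enzyme basal signal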
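Human spleen homogenate (1 ug) with 4-methylumbelliferyl-alpha-D-glucopyranoside (1 mM final) in 50 mM citrate/phosphate pH 5.0, 0.01% Tween-20; 40 min at 37 C. Stopped at pH 10; 4-MU fluorescence Ex 365/Em 440 nm; AC50 by Hill fit.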
RGS12 GoLoco inh = inhibitors of human Gai1-RGS12 GoLoco interaction (red fluorophore); Gai1:RGS12 GoLoco peptide FP, rhodamine, 10 min; 230,000 compounds, 0.44% hits; P63096; Potency, µM (highest dose often 61.6 µM), for the others: at the top dose activity, negative = inhibition, hits mostly inhibitors; active = well fitted inhibition curve with a large enough effect, not every such curve was filed as active; inactive = no such curve, though single readings can be large or run the other way; also: % is scaled to controls: 0 for no effect and ±100 for the full control effect; nearly all actives have a fitted effect of over 30% in size; many of its hits are not listed in these tables
Target sequence (P63096 whole entry, looked up): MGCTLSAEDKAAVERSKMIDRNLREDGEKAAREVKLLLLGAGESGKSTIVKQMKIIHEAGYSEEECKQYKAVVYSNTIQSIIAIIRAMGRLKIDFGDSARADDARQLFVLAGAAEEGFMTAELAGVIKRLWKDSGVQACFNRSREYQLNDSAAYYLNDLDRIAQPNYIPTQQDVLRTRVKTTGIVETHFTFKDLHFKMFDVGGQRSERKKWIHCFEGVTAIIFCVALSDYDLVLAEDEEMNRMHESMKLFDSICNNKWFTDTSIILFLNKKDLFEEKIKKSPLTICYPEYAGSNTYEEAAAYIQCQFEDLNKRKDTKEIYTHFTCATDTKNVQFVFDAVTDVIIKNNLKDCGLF
HTT aggregate = reduces HttQ103-GFP aggregates in PC12 cells; PC12 HttQ103-GFP aggregates, Acumen cytometry, 40 h; 220,000 compounds, 1.1% hits; Potency, µM (top dose mostly 46.1 µM), for the others: at the highest dose activity change, negative = inhibition, actives largely listed as inhibitors; AID 1688; also: % is scaled to controls: 0 for no effect and ±100 for the full control effect; nearly all actives have a fitted effect of over 60% in size
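Ecdysone-promoter PC12 model expressing HTT exon 1 Q103 fused to GFP, induced by tebufenozide at 100 nM final. Compounds titrated; aggregates sized 1–25 µm scored on a 488 nm laser cytometer.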
HTT cytoprotect = protects HTT-Q103 PC12 cells, measured by ATP; PC12 HTT-Q103 induced, cytoprotection, ATP luminescence, 40 h; Potency, µM (doses to about 56.4 µM), without a hit: cytoprotection (ATP increase), usual class: activators; 230,000 compounds, 0.14% hits; AID 1471;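 also: % of control where 0% means no effect; nearly all actives have a fitted effect of over 45% in size; toxic huntingtin expression switched on by the ecdysone agonist tebufenozide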
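Huntington model: PC12 line, ecdysone-inducible HTTQ103 exon1–GFP, tebufenozide 100 nM. Test articles in a dose series. Endpoint luminescence from cellular ATP.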
IMPase Li inh = IMPase inhibition in cells with lithium potentiation | 210,000 compounds, 0.35% hits | Potency, µM (top dose mostly 59.4 µM), for inactives: top-dose activity, negative = IMPase inhibition, most hits filed as inhibitors | CHO-M1 cells, IP1 TR-FRET (IP-One), carbachol + lithium;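 also: IP1 builds up when IMPase is blocked and the TR-FRET signal falls; plate controls were basal vehicle for no effect and high inhibitor control for full effect; nearly all actives have a fitted effect of over 50% in size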
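Lithium-sensitised IP1 accumulation assay; M1-expressing CHO cells treated 30 min at 37C with compound. Competitive antibody detection by time-resolved FRET followed a 10 min room-temperature lysis step.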
GAA inhib = alpha-glucosidase (human) inhibition; P10253; purified human GAA, 4-MU-alpha-glucoside fluorescence; Potency, µM (series often up to 76.9 µM), inactives show at the highest dose activity change, negative = inhibition, hits mostly inhibitors; 200,000 compounds, 0.005% hits; AID 1466;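 also: plate controls were uninhibited enzyme wells for no effect and no-enzyme background for full effect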
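Enzyme (4 nM final) mixed with compound (up to 77 uM), then 4-MU-alpha-D-pyranoside (400 uM final) added; 20 min at room temperature, pH 5.0. Reaction stopped at pH 10, fluorescence read, AC50 derived by Hill fit.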
GAA glycogen = GAA glycogen-cleavage inhibition or activation. P10253. recombinant GAA, glycogen substrate, Amplex Red glucose oxidase fluorescence. Potency, µM (titrated, usually from 76.4 µM), for inactives: at the top dose activity change, negative = inhibition, hits mostly inhibitors. 300,000 compounds, 0.38% hits;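 also: 0% = full enzyme reaction and -100% = no-enzyme basal signal; the screen sought inhibitors and activators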
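Recombinant human alpha-glucosidase (4 nM final) hydrolysed bovine liver glycogen (30 ug) for 40 min at 37 C in pH 5.0 citrate/phosphate with 0.01% Tween-20. Released glucose detected by glucose oxidase/Amplex Red, Ex 573/Em 610 nm. Compounds up to 77 uM; AC50 from Hill fits.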
An asterisk follows results filed as active; ? = inconclusive; . = no result given; & = joins results of further samples; [ ] = remark or other dose. Unless noted, calls follow the shape of the dose curve; as a rule, active = well fitted curve in the direction sought with a large enough effect; inconclusive = small, poorly fitted or top-dose-only effect, or another doubt; inactive = no such curve, though single readings can be large; an effect the other way counts as inactive or inconclusive. Potency is read from the fitted curve at half-maximal effect. A portion of the library. The share of hits here may be higher or lower than overall.

SMILES	GAA spleen mod	RGS12 GoLoco inh	HTT aggregate	HTT cytoprotect	IMPase Li inh	GAA inhib	GAA glycogen
NC(=O)c1ccc(-n2nnnc2SCc2ccc(F)cc2)cc1	2%	3%	-4%	10%[1.9 µM]	25%[38.3 µM]	-7%	4%
O=C(O)CC1Sc2nc3ccccc3n2C1=O (centres undefined)	0%	8%	14%	-9%	-12%[38.3 µM]	-4%	0%
CCOC(=O)CN(C(=O)CNC(=O)c1cccs1)C(C(=O)NC1CCCCC1)c1cccnc1 (centres undefined)	-4%	4%	0%	-4%[1.9 µM]	-3%	-6%	3%
NC(=O)CN1C(=O)C2CCCCN2C(=O)c2ccccc21 (centres undefined)	2%	3%	-16%	-2%	2%[38.3 µM]	1%	-24%
O=C(CCCCCN1C(=O)c2ccccc2C1=O)Nc1ccc(S(=O)(=O)N2CCCCC2)cc1	-21%	-5%	-13%	-22%	13%[38.3 µM]	-12%	-6%
CN(C)Cc1cc(C(C)(C)c2cc(CN(C)C)c(O)c(CN(C)C)c2)cc(CN(C)C)c1O	-19%	-21%	40µM*	.	1%	-1%	-5%
COc1ccc(CNC(=O)c2ccc(S(=O)(=O)N3CCCC3)cc2)cc1OC	-3%	-12%	5%[9.22 µM]	-1%	9%[38.3 µM]	-7%	9%
CC(=O)Nc1nnc(SCC(=O)N2CCCc3ccccc32)s1	.	10%	14%	-3%[10 µM]	-7%	-7%	4%
Cc1ccc(Oc2nc3c(c(=O)n(Cc4ccccc4F)c(=O)n3C)n2C)cc1	-16%	-12%	-11%	-16%[10 µM]	46%[activator][38.3 µM]	-5%	1%
COc1ccc(NC(=O)CC(C)(C)C)c([N+](=O)[O-])c1	-25%	3%	19%	5%[10 µM]	9%[38.3 µM]	7%	1%
O=C(CN1CCN(Cc2ccc(Cl)cc2)C1=O)NCCCN1CCOCC1	-6%	-5%	4%	-16%	-4%[38.3 µM]	-3%	-15%
NC(=O)CSc1nc(N)c2c3c(sc2n1)CCCCC3	7%	11%	10%	-55%[inhibitor]	-6%[38.3 µM]	0%	3%
O=C(Nc1ccc(Cl)cc1)NC1CCS(=O)(=O)C1 (centres undefined)	8%	4%	-5%	7%	-10%[38.3 µM]	3%	0%
CC1Cc2ccccc2N1C(=O)COc1ccc2c(c1)OCO2 (centres undefined)	1%	-3%	-1%	-30%[inhibitor]	8%	-6%	-7%
CS(=O)(=O)NCCCNc1c(Cl)cccc1[N+](=O)[O-]	-6%	3%	3%	7%	22%[38.3 µM]	-1%	3%
CCOc1ccc(/C=N/OCC(=O)NCc2cccs2)cc1	3%	-2%	8%	-1%[10 µM]	6%	-5%	-3%
Cc1ccc(C(=O)NC(=S)NCc2cccnc2)cc1C	.	12%	-12%	-25%	1%	-9%	-7%
COC(=O)c1nnc(C(=O)N(C)Cc2ccccc2)c2[nH]c3ccccc3c12	-9%	-9%	.	-44%	8%	.	.
O=C(N/N=C\c1ccc(CN(Cc2ccc(Cl)cc2)S(=O)(=O)c2ccccc2)o1)C(=O)Nc1ccc(F)cc1	4%	12%	-17%	-10%	23%[38.3 µM]	-1%	0%
N#Cc1nc(-c2ccccc2F)oc1NCCN1CCOCC1	-1%	2%	10%	-5%	-8%[38.3 µM]	-3%	1%
Cc1nc(NC(=O)CC(C)C)sc1-c1csc(Nc2ccc(Cl)cc2)n1	?	33%[activator]	?	-64%[inhibitor]	15%[38.3 µM]	3%	-16%
N#Cc1ccc(N2Cc3ccccc3C2=NC(=O)c2cccnc2Cl)cc1	-6%	1%	-5%	0%[10 µM]	10%	?	3%
Cc1cccc(N2C(=O)NC3(CCCCC3)C2=O)c1	-4%	-12%	7%	5%	26%[38.3 µM]	-2%	4%
CCCCN(C)C(=O)Cn1cnc2sc(C)cc2c1=O	2%	1%	19%	-15%	-15%[38.3 µM]	-9%	4%
CN(C)CCCN1C(=O)C(=O)/C(=C(/O)c2ccc(OCc3ccccc3)cc2)C1c1cccnc1 (centres undefined)	4%	-1%	-4%	1%	12%[38.3 µM]	-5%	-2%

12 entries already listed, ordered by SMILES length, falling:
SMILES	GAA spleen mod	RGS12 GoLoco inh	HTT aggregate	HTT cytoprotect	IMPase Li inh	GAA inhib	GAA glycogen
O=C(N/N=C\c1ccc(CN(Cc2ccc(Cl)cc2)S(=O)(=O)c2ccccc2)o1)C(=O)Nc1ccc(F)cc1	4%	12%	-17%	-10%	23%[38.3 µM]	-1%	0%
CN(C)CCCN1C(=O)C(=O)/C(=C(/O)c2ccc(OCc3ccccc3)cc2)C1c1cccnc1 (centres undefined)	4%	-1%	-4%	1%	12%[38.3 µM]	-5%	-2%
O=C(CCCCCN1C(=O)c2ccccc2C1=O)Nc1ccc(S(=O)(=O)N2CCCCC2)cc1	-21%	-5%	-13%	-22%	13%[38.3 µM]	-12%	-6%
CCOC(=O)CN(C(=O)CNC(=O)c1cccs1)C(C(=O)NC1CCCCC1)c1cccnc1 (centres undefined)	-4%	4%	0%	-4%[1.9 µM]	-3%	-6%	3%
COC(=O)c1nnc(C(=O)N(C)Cc2ccccc2)c2[nH]c3ccccc3c12	-9%	-9%	.	-44%	8%	.	.
COc1ccc(CNC(=O)c2ccc(S(=O)(=O)N3CCCC3)cc2)cc1OC	-3%	-12%	5%[9.22 µM]	-1%	9%[38.3 µM]	-7%	9%
Cc1nc(NC(=O)CC(C)C)sc1-c1csc(Nc2ccc(Cl)cc2)n1	?	33%[activator]	?	-64%[inhibitor]	15%[38.3 µM]	3%	-16%
N#Cc1ccc(N2Cc3ccccc3C2=NC(=O)c2cccnc2Cl)cc1	-6%	1%	-5%	0%[10 µM]	10%	?	3%
COc1ccc(NC(=O)CC(C)(C)C)c([N+](=O)[O-])c1	-25%	3%	19%	5%[10 µM]	9%[38.3 µM]	7%	1%
NC(=O)c1ccc(-n2nnnc2SCc2ccc(F)cc2)cc1	2%	3%	-4%	10%[1.9 µM]	25%[38.3 µM]	-7%	4%
NC(=O)CN1C(=O)C2CCCCN2C(=O)c2ccccc21 (centres undefined)	2%	3%	-16%	-2%	2%[38.3 µM]	1%	-24%
Cc1ccc(C(=O)NC(=S)NCc2cccnc2)cc1C	.	12%	-12%	-25%	1%	-9%	-7%

Further entries
SMILES	GAA spleen mod	RGS12 GoLoco inh	HTT aggregate	HTT cytoprotect	IMPase Li inh	GAA inhib	GAA glycogen
CC(C)C(=O)N1CCN(c2ccc(NC(=O)c3cccs3)cc2Cl)CC1	1%	-2%	-1%[9.22 µM]	0%[10 µM]	16%	-8%	-2%
COC(=O)/C(=C/Nc1cccc2ccccc12)[N+](=O)[O-]	2%	27%	10%	-1%[10 µM]	16%[38.3 µM]	0%	24%
CCOC(=O)c1cnc2ccccc2c1NCc1ccco1	5%	2%	13%[9.22 µM]	1%[10 µM]	.	5%[15.4 µM]	-2%
CC(=O)c1cccc(CN2CCN(C3CCCC3)C(CCO)C2)c1 (centres undefined)	-5%	8%	5%[9.22 µM]	0%[10 µM]	13%	-13%	-11%
COc1ccc(OCCCn2c(=O)oc3ccccc32)cc1	-6%	9%	0%	14%[10 µM]	5%	-3%	5%
COC(=O)C1=C(C(=O)OC)[C@@H]2N(Cc3ccccc3)c3ccccc3[C@@]23C[C@@H](C(=O)OC)N(S(=O)(=O)c2ccc(Br)cc2)C3=N1	-3%[17.4 µM]	7%[14.2 µM]	.	-4%[10 µM]	-2%	.	.
CCOC(=O)c1ccccc1NC(=O)/C=C/c1cc(OC)c(OC)c(OC)c1	3%	5%	2%	-14%	-9%[38.3 µM]	8%	-7%
CCOC(=O)C1=C(CC)Nc2ccccc2N=C1NC(=O)c1ccc(S(=O)(=O)N(C)C)cc1	7%	15%	5%	-7%	30%[38.3 µM]	1%	-13%
COCc1nc2c([nH]1)c(=O)n(C)c(=O)n2CC(C)C	9%&0%&1%&6%	5%&3%&5%	.	-22%	-3%&2%&13%	.	.
COC(=O)c1ccc(NC(=S)N(Cc2cccnc2)Cc2ccco2)cc1	-3%	1%	-16%	-34%[inhibitor]	3%	4%	0%
CCOc1ccc(-c2nc(C#N)c(N3CCCCCC3)o2)cc1	1%	-1%	-17%	5%	44%[activator][38.3 µM]	-4%	-4%
COC(=O)c1ccc(CSc2nnc3nc(C)cc(C)n23)cc1	-3%	7%	-14%[9.22 µM]	-6%[10 µM]	9%	8%	30%
CC(C)NC(=O)c1ccc(Sc2ccccc2)c([N+](=O)[O-])c1	-8%	-9%	?	-36%[10 µM]	12%[38.3 µM]	9%	-14%
Nc1ccc(C(=O)O)c(O)c1 (tested in a mixture with another compound)	11%	28µM*	.	-83%[inhibitor]	4%	.	.
COc1cccc2c1c(NC(=O)Nc1ccc(F)cc1F)nn2C	2%	6%	5%[9.22 µM]	-3%[10 µM]	.	-10%	-11%
Clc1ccccc1CSC1=NCCCN1	-4%	-5%	-1%	6%	39%[activator][38.3 µM]	-1%	14%
Cc1cc2nnc(SC3CCOC3=O)n2c2ccccc12 (centres undefined)	-5%	0%	12%	-7%	13%[38.3 µM]	10%	-2%
O=C(Nc1nnc(COc2ccccc2F)s1)Nc1ccccc1F	-6%	4%	-10%[9.22 µM]	-13%[10 µM]	.	.	7%
CS(=O)(=O)Nc1ccc(C(=O)Nc2ccccc2Cl)cc1	3%	19%	-16%	-151%[inhibitor]	-3%	7%	10%
COc1ccc(C2=CSC(/N=C/c3ccc(F)cc3)=NN2)cc1	-5%	8%	19%	13%	-6%[38.3 µM]	?	-26%
COc1cc2cc(C(c3nnnn3C3CCCC3)N(C)C3CCCCC3)c(=O)[nH]c2cc1OC (centres undefined)	5%	0%	16%	10%[10 µM]	12%	4%	1%
COc1ccccc1CCc1nnc(CCC(=O)NC(C)Cc2cccc(C)n2)o1 (centres undefined)	-1%	-3%	32%[9.22 µM]	34%[10 µM]	.	.	4%
CCOC(=O)N1CCC(N2C(=O)c3ccc(C(=O)NCc4ccc(F)cc4)cc3C2=O)CC1	-9%	-8%	11%	-12%	5%	8%	0%
Cc1cc(C)nc(N2CCC(C(=O)Nc3ccc(Oc4ccccc4)cc3)CC2)n1	-12%	1%	-4%	-11%[10 µM]	2%[38.3 µM]	2%	5%

Assay outcomes as filed in PubChem.
